# Screens from PubChem BioAssay.
# Mdm2 ligase inh = MDM2-luciferase reporter signal enhancers, primary screen, MDM2 E3 ligase inhibitor project, cell-based, luminescence, 1536-well; signal enhancement, % at 5 µM; AID 1230, 2008; actives 0.11% (n = 210,000); cell-based MDM2 ubiquitination luciferase reporter, 2 h; 0 = plate control, 100 = twice control, blank-subtracted;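 active = signal enhancement of 30% or more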;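 also: luminescence tracks abundance of the self-degrading MDM2-luciferase fusion protein; higher signal means inhibition of MDM2 E3 ligase activity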
#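 Material: stable MDM2–luciferase fusion reporter cells / Quantity: 2000 cells/well / Dosing: single 5 µM compound dose, 0.2% final DMSO / Buffer or medium: DMEM / Schedule: 4 h cell settling then 2 h compound exposure, 37 °C / Detection: luminescence with SteadyLite reagent, 15 min at room temperature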
# NPY-Y1 antag = NPY-Y1 receptor antagonists, primary screen, cell-based; actives 1% (n = 200,000); inhibition, % at 3.6 µM; Neuropeptide Y receptor type 1 (Homo sapiens), P25929; HEK293-CNG Y1 cells, membrane potential fluorescence; NPY at EC95, then isoproterenol;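 active = inhibition above the campaign mean inhibition of all tested compounds plus 3 SD, cut at about 20% in these data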;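 also: 0% = DMSO wells given NPY plus isoproterenol and 100% = isoproterenol alone without NPY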
#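 Material: Y1- and CNG-channel-expressing HEK293 cells / Probe or stimulus: NPY 25 nM then isoproterenol 1 µM plus Ro 20-1724 25 µM / Doses: 3.6 µM single dose, DMSO 0.4% / Schedule: compound incubation 1 h at room temperature, readout 45 min post-stimulation / Signal: membrane potential fluorescence / Benchmarks: isoproterenol-only wells as full block versus NPY-plus-isoproterenol wells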
# Runt-CBFb FRET = inhibitors of RUNX1 Runt–CBFb binding, primary screen, biochemical, FRET, Cerulean-Runt, Venus-CBFb, uHTS; Cerulean-Runt/Venus-CBFb FRET ratio 530/480, 1 h; inhibition, % at 20 µM; actives 0.46% (n = 220,000); AID 1496, 2009;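 active = inhibition over about 50% at 20 µM in the single-dose screen, limit read from the data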;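 also: 0% = DMSO wells and 100% = excess unlabeled CBFb competitor control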
#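 Measured by: fluorescence energy transfer, 422 nm excitation, 530/480 nm emission; test system: Cerulean-tagged RUNX1 Runt domain (FRET donor) fusion protein; buffer or medium: Tris pH 7.5 buffer with BSA; compound: one dose, 20 µM compound, 1% DMSO; times: two 1 h room-temperature incubations shielded from light; benchmarks: unlabeled CBFb 5 µM, positive control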
# Hck Nef HTS = inhibitors of Nef-activated human Hck kinase, primary screen, biochemical, Z-Lyte FRET, 384-well, Hck-YEEI; Recombinant Hck-YEEI plus Nef, Z-Lyte FRET kinase assay; inhibition, % at 20 µM; actives 0.68% (n = 220,000); AID 463187, 2010;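 active = Hck-Nef kinase inhibition above about 50%, limit read from the data; inactive = inhibition below that limit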;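 also: 0% = DMSO with Hck plus Nef and 100% = Hck alone without Nef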
# p97 ATPase inh = inhibitors of human p97 ATPase, primary screen, biochemical. recombinant p97 ATPase, Kinase-Glo ATP luminescence, 3 h. inhibition, % at 8 µM. actives 0.42% (n = 220,000). AID 1481, 2009; in the data active = inhibition above about 15%;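 also: 0% = DMSO vehicle and 100% = wells lacking enzyme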
# Target sequence (P55072 whole entry, looked up): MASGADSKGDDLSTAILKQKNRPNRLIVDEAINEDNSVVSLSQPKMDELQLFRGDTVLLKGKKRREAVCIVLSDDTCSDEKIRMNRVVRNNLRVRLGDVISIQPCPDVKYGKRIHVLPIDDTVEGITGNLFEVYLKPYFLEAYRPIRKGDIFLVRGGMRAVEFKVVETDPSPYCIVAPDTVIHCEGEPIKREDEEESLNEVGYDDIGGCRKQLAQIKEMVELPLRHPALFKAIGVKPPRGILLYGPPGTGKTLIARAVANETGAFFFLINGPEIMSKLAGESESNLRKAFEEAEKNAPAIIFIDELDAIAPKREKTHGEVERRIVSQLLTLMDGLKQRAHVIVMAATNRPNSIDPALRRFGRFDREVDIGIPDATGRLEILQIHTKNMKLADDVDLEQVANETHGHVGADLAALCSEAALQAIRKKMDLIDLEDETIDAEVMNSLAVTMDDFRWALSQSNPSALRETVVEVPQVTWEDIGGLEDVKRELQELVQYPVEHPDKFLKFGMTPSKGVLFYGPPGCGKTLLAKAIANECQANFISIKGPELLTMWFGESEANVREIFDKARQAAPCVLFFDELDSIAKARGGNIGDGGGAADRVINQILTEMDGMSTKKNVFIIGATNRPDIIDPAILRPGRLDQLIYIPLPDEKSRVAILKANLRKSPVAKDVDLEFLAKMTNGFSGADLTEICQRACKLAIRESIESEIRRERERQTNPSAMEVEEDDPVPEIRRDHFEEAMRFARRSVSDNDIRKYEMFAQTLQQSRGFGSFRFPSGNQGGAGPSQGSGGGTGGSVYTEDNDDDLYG
# RBBP9 inhibitor = human RBBP9 inhibitors, primary screen, biochemical, fluorescence polarization, FP-Rh probe, HTS; Serine hydrolase RBBP9 (Homo sapiens), O75884; recombinant RBBP9; inhibition, % at 7.94 µM; actives 0.2% (n = 220,000); AID 1515, 2009;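 active = inhibition above the campaign mean of all tested compounds plus 3 SD, cut at about 14% in these data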;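 also: plate controls were DMSO wells with RBBP9 for no effect and wells lacking RBBP9 protein for full effect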
# Target sequence (O75884 whole entry, looked up): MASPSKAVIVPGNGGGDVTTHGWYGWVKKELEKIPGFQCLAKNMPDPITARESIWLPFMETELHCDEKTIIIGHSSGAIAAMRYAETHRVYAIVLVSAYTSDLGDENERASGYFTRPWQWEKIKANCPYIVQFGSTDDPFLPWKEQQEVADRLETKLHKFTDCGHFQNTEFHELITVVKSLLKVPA
#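 Measured by: FP readout at 525/598 nm; material: recombinant human RBBP9; also added: Serine-hydrolase probe FP-Rh, 375 nM pre-mixing; medium: Tris buffer pH 8.0, NaCl, Pluronic; replication: one well per compound; doses: one concentration, 7.94 µM nominal, 0.794% DMSO; timing: preincubation 30 min plus labeling 45 min at 25 °C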
# Runt-SMMHC FRET = inhibitors of RUNX1 Runt–CBFb-SMMHC binding, primary screen, biochemical, FRET, Cerulean-Runt, Venus-CBFb-SMMHC, uHTS; Runt-related transcription factor 1 (Homo sapiens) + Core-binding factor subunit beta …; Cerulean-Runt/Venus-CBFb-SMMHC FRET ratio 530/480, 1 h; inhibition, % at 20 µM; actives 0.74% (n = 220,000);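 active = mean inhibition across duplicate retests at 20 µM reaching about 50%, limit read from the data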;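 also: 0% = DMSO wells and 100% = wells with excess untagged CBFb-SMMHC; inhibitors lower the FRET ratio by blocking Runt binding to CBFb-SMMHC; some results filed as inactive read as strong as hits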
# NPY-Y1 PAM-ag = NPY-Y1 receptor potentiators or agonists, primary screen, cell-based; Neuropeptide Y receptor type 1 (Homo sapiens), P25929; NPY-Y1 expressing cells, potentiator/agonist activation; activation, % at 3.6 µM; actives 0.37% (n = 220,000); in the data active = activation above about 33%, passing the limit was not always enough;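 also: cells stimulated with NPY at EC10 then isoproterenol at EC100; 0% = low agonist plus stimulus and 100% = saturating agonist plus stimulus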
# NPY2 pot ag = NPY-Y2 potentiators or agonists, primary screen, cell-based; Neuropeptide Y receptor type 2 (Homo sapiens), P49146; cells expressing NPY-Y2, potentiator/agonist read-out; activation, % at 3.6 µM; actives 0.45% (n = 220,000); in the data active = activation above about 27%;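 also: cells stimulated with NPY near EC25 plus isoproterenol at EC100; 0% = vehicle plus submaximal agonist and 100% = vehicle plus saturating agonist; some results beyond the cut were filed as inactive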
# * = called active by the depositor; nt = not tested or not shown.
no.	Mdm2 ligase inh	NPY-Y1 antag	Runt-CBFb FRET	Hck Nef HTS	p97 ATPase inh	RBBP9 inhibitor	Runt-SMMHC FRET	NPY-Y1 PAM-ag	NPY2 pot ag	smiles
1	3	-7	-1	0	-8	-4	4	-9	-4	O=C(CN1CCCCC1)Nc1ccc(S(=O)(=O)N2CCCCCC2)cc1
2	-22	3	0	-14	2	-9	-1	-9	-1	Cc1cc(Nc2cccc(C(F)(F)F)c2)n2nc(C)nc2n1
3	-13	6	0	2	-1	-6	-4	-2	9	C=CCOC(=O)C1=C(C)Nc2nc3ccccc3n2C1c1ccncc1 (stereo unspecified)
4	-11	2	6	-9	-2	-3	3	-2	-15	O=C(NCc1ccccn1)C1CN(S(=O)(=O)c2ccccc2)CCN1S(=O)(=O)c1ccccc1 (stereo unspecified)
5	-9	4	0	-1	0	-9	1	-6	-2	Cc1cnc(NC(=O)CSc2ccc(Cl)cc2)s1
6	4	nt	0	21	5	-8	2	24	-3	Cc1ccc(CSc2nnc(-c3cnccn3)n2C)cc1
7	3	-1	-4	7	-1	-5	4	-32	-5	CC(C)CC(O)(CC(C)C)C(=O)NNc1ccccc1
8	14	2	nt	1	-1	-10	-6	8	-6	CCCn1nc(CC(=O)OCC)c2ccccc2c1=O
9	nt	-1	-4	0	0	-11	-5	-17	3	Cc1cc(C(=O)c2ccc(C(C)(C)C)cc2)c(NC(=O)CCl)s1
10	-26	5	-1	0	15*	-3	3	4	-6	CCC(=O)Nc1cccc(-c2cn3ccsc3n2)c1
11	-6	0	-1	12	-1	-2	1	-11	-10	O=C(O)Cn1c(CCS(=O)(=O)c2ccc(Br)cc2)nc2ccccc21
12	-3	-2	-2	-1	-1	-6	1	4	9	CCn1cc(-c2cc(C(=O)O)c3ccccc3n2)c(C)n1
13	-6	9	1	-2	-10	-15	-1	-11	-10	O=S(=O)(NCc1ccccc1)c1ccc(S(=O)(=O)N(Cc2cccs2)CC2CCCO2)cc1 (stereo unspecified)
14	-4	-4	-4	-16	5	1	-7	18	4	COc1ccccc1N1CCN(C(=O)c2cccc(N3C(=O)NC4CC3(C)Oc3ccccc34)c2)CC1 (stereo unspecified)
15	-8	9	0	1	1	-2	5	-16	7	COC(=O)c1ccc(C(=O)OC)c(NC(=O)CSCc2ccc(Cl)cc2)c1
16	-9	3	1	0	-3	-8	4	-8	-5	C=CCc1cccc(Cl)c1OCCON1C(=O)CCC1=O
17	-9	7	-2	2	3	-7	1	4	10	Cc1cccc(NC(=O)Cn2nnc(-c3cccs3)n2)c1C
18	-9	-4	-1	3	3	-6	-2	7	18	CCOC(=O)c1nnc2cc(-c3ccccc3)nn2c1C
19	-13	11	-3	-4	-1	-3	-1	4	4	Cc1cccc(NC(=O)c2cc([N+](=O)[O-])ccc2N2CCCCC2)n1
20	-5	0	0	-2	4	-2	-2	7	10	C=CCNS(=O)(=O)c1ccc2nsnc2c1
21	-2	0	-1	0	-1	-5	-1	0	-14	c1ccc(SCc2nc3ccccc3[nH]2)cc1
22	-5	6	2	6	6	-3	4	-2	7	CCOc1ccc(/C=N/NC(=O)c2nnn(-c3nonc3N)c2-c2ccc(OCC)cc2)cc1
23	-5	1	1	1	1	0	-1	-29	7	O=C(O)c1cccc(S(=O)(=O)NCC2CCCO2)c1 (stereo unspecified)
24	-11	nt	-1	23	0	-10	3	24	-11	CCOC(=O)c1cc(NC(=O)CC(C)(C)CC(=O)O)ccc1N1CCCCC1
25	-6	nt	0	-13	-6	-10	1	-14	-19	Cc1c(C(=O)N(Cc2ccccc2)Cc2cccs2)cnn1-c1ccc(Cl)cc1

# Next section.
no.	Mdm2 ligase inh	NPY-Y1 antag	Runt-CBFb FRET	Hck Nef HTS	p97 ATPase inh	RBBP9 inhibitor	Runt-SMMHC FRET	NPY-Y1 PAM-ag	NPY2 pot ag	smiles
26	-8	6	2	2	2	-1	-2	4	-7	COc1cc(NS(=O)(=O)c2ccc(NC(=S)NC(=O)C3CCCC3)cc2)nc(OC)n1
27	-10	-1	2	24	0	-7	1	2	13	COCCNC(=O)CSc1ccccc1C(=O)O
28	-2	2	0	18	3	5	1	18	-6	CN(CCNC(=O)c1cccc(N2CCCC2=O)c1)Cc1ccccc1
29	-10	8	0	7	1	2	-2	14	-5	O=C(CSc1nnc(-c2cccs2)o1)c1cccs1
30	-13	3	-1	18	2	-6	-10	-6	-1	CC1(C)Cc2ccccc2C(CSc2ccccc2C(=O)O)=N1
31	-23	-3	0	-12	8	-3	-1	7	5	COc1ccc(N2C(=O)CSC2c2ccncc2)cc1 (stereo unspecified)
32	19	0	-2	0	2	-5	2	16	0	Cc1oc2c(CN(C)C)c(O)ccc2c(=O)c1-c1ccc2ccccc2n1
33	-17	-1	0	1	7	1	-8	27	3	O=C(OCn1ncc(Cl)c(Cl)c1=O)c1ccc(F)cc1
34	nt	-1	nt	3	3	-8	nt	7	0	COc1ccc(NC(=S)NCCCn2ccnc2)cc1
35	-3	-2	7	0	5	-7	7	1	-1	O=c1cc(N2CCc3ccccc32)[nH]c(=O)n1-c1ccc(Br)cc1
36	5	1	-2	9	0	1	3	-4	-5	CCSCc1nnc(SCC(=O)c2ccc(OC)cc2)n1C
37	-9	-3	0	0	-3	-6	-2	-32	-9	O=C(NC(=S)Nc1cc(C(F)(F)F)ccc1Cl)c1ccccc1
38	-9	4	-4	5	0	-8	-2	5	7	CCNc1ccc(C(=O)OCC(=O)NCc2ccccc2Cl)cc1[N+](=O)[O-]
39	-13	9	-4	3	-4	5	-5	-82	-49	COc1cc(OC)cc(-c2nnc(SCc3c(F)cccc3Cl)o2)c1
40	-2	0	-3	13	0	0	-6	-14	-12	COc1ccc(OC)c(C(=O)c2ccccc2)c1
41	-85	nt	1	2	5	-8	0	19	-5	Cc1cc(C(=O)Nc2ccc(Cl)cc2)c(C)n1-c1ccccc1
42	0	4	1	0	-5	-9	0	10	-7	CN1CCN(NC(=O)c2cccc(Br)c2)CC1
43	-7	10	0	22	-3	-10	4	3	-16	CC1CCCC(C)N1C(=O)COc1ccccc1F (stereo unspecified)
44	0	1	-3	3	-2	-7	2	3	-1	CSCCC(NC(=O)c1occc1C)C(=O)O (stereo unspecified)
45	-18	4	nt	12	-1	-6	nt	4	-15	CS(=O)(=O)Nc1ccc(C2=NN(S(C)(=O)=O)C(c3ccc4nccnc4c3)C2)cc1 (stereo unspecified)
46	8	nt	0	18	nt	nt	0	nt	nt	COC(=O)c1cccc(C23CC4(C2)[C@H](CN(Cc2ccc(C(F)(F)F)cc2)[C@@H]4c2ccccc2)C3c2ccc(C(F)(F)F)cc2)c1 (stereo partly specified)
47	-11	2	0	0	-9	7	-1	22	15	CCc1cccc(OCCCN2C(=O)NC(C)(C)C2=O)c1
48	-12	8	-2	-4	1	3	-9	-1	7	Cc1cc(C2=NNC(=NC3CC3)SC2)c(C)n1-c1c(C)n(C)n(-c2ccccc2)c1=O
49	1	8	-2	19	1	-4	-1	-6	2	CCOC(=O)N=S(=O)(Oc1ccc([N+](=O)[O-])cc1)c1ccc(Cl)cc1 (stereo unspecified)
50	-7	-4	-1	-2	1	7	5	-3	6	CCN(CC)CCNC(=O)Cn1c(C)cc2ccccc2c1=O
51	-8	0	1	-22	-5	-13	-2	-19	-7	COc1ccc(CCNC(=O)C2CCN(S(=O)(=O)c3cccc4nonc34)CC2)cc1OC

# An excerpt from above in order of length of the SMILES, low to high:
no.	Mdm2 ligase inh	NPY-Y1 antag	Runt-CBFb FRET	Hck Nef HTS	p97 ATPase inh	RBBP9 inhibitor	Runt-SMMHC FRET	NPY-Y1 PAM-ag	NPY2 pot ag	smiles
40	-2	0	-3	13	0	0	-6	-14	-12	COc1ccc(OC)c(C(=O)c2ccccc2)c1
29	-10	8	0	7	1	2	-2	14	-5	O=C(CSc1nnc(-c2cccs2)o1)c1cccs1
36	5	1	-2	9	0	1	3	-4	-5	CCSCc1nnc(SCC(=O)c2ccc(OC)cc2)n1C
33	-17	-1	0	1	7	1	-8	27	3	O=C(OCn1ncc(Cl)c(Cl)c1=O)c1ccc(F)cc1
30	-13	3	-1	18	2	-6	-10	-6	-1	CC1(C)Cc2ccccc2C(CSc2ccccc2C(=O)O)=N1
37	-9	-3	0	0	-3	-6	-2	-32	-9	O=C(NC(=S)Nc1cc(C(F)(F)F)ccc1Cl)c1ccccc1
39	-13	9	-4	3	-4	5	-5	-82	-49	COc1cc(OC)cc(-c2nnc(SCc3c(F)cccc3Cl)o2)c1
32	19	0	-2	0	2	-5	2	16	0	Cc1oc2c(CN(C)C)c(O)ccc2c(=O)c1-c1ccc2ccccc2n1
38	-9	4	-4	5	0	-8	-2	5	7	CCNc1ccc(C(=O)OCC(=O)NCc2ccccc2Cl)cc1[N+](=O)[O-]
49	1	8	-2	19	1	-4	-1	-6	2	CCOC(=O)N=S(=O)(Oc1ccc([N+](=O)[O-])cc1)c1ccc(Cl)cc1 (stereo unspecified)
51	-8	0	1	-22	-5	-13	-2	-19	-7	COc1ccc(CCNC(=O)C2CCN(S(=O)(=O)c3cccc4nonc34)CC2)cc1OC
26	-8	6	2	2	2	-1	-2	4	-7	COc1cc(NS(=O)(=O)c2ccc(NC(=S)NC(=O)C3CCCC3)cc2)nc(OC)n1
45	-18	4	nt	12	-1	-6	nt	4	-15	CS(=O)(=O)Nc1ccc(C2=NN(S(C)(=O)=O)C(c3ccc4nccnc4c3)C2)cc1 (stereo unspecified)
48	-12	8	-2	-4	1	3	-9	-1	7	Cc1cc(C2=NNC(=NC3CC3)SC2)c(C)n1-c1c(C)n(C)n(-c2ccccc2)c1=O
